Source: PubChem
mIDH1 inhibitor – qHTS for Inhibitors of mutant isocitrate dehydrogenase 1 (IDH1): qHTS; IDH1-R132H enzyme, NADPH consumption, diaphorase/resazurin fluorescence; Potency, µM (top dose mostly 76.6 µM), without a hit: at the highest dose activity change, negative = inhibition, hits mostly inhibitors; actives 0.093% (n = 390,000); Isocitrate dehydrogenase [NADP] cytoplasmic (Homo sapiens), O75874; also: % is scaled to controls: 0 for no effect and ±100 for the full control effect; nearly all actives have a fitted effect of over 65% in size
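IDH1-R132H (0.5 ug/mL) preincubated 30 min with compound, then NADPH (0.016 mM) and alpha-KG (2 mM) added; 80 min at RT, pH 7.5. Remaining NADPH coupled via diaphorase/resazurin to fluorescence (540/590 nm); concentration-response curves normalized to no-enzyme control.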
ALOX12 inh – Primary qHTS assay for inhibitors of human arachidonate 12S-lipoxygenase (ALOX12): Round 2; AID 1671190, 2021; purified 12hLO, xylenol orange hydroperoxide absorbance; Potency, µM (series often up to 108 µM), for inactives: at the highest dose activity change, negative = inhibition, actives largely listed as inhibitors; Polyunsaturated fatty acid lipoxygenase ALOX12 (Homo sapiens), P18054; actives 1.1% (n = 580,000); also: % is scaled to controls: 0 for no effect and ±100 for the full control effect
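Purified human 12hLO (150 nM final) in 25 mM Hepes, 0.01% Triton X-100, pH 7.0 was preincubated 15 min at room temperature with compound. Then 40 uM arachidonic acid was added, 30 min. Hydroperoxide was read by Fe-XO absorbance ratio 573/405 nm.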
RXFP1 agonist – qHTS Assay for Agonists of the Relaxin Receptor RXFP1. HEK293T-RXFP1 cAMP TR-FRET, 30 min; response scale: percent of porcine relaxin response, buffer zero. actives 0.3% (n = 370,000). Potency, µM (doses to about 57.5 µM), without a hit: at the highest dose activation, most hits filed as activators; also: % is scaled to controls: 0 for no effect and ±100 for the full control effect; nearly all actives have a fitted effect of over 60% in size; many of its hits are not listed in these tables
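Agonist response is measured as cAMP accumulation in an RXFP1-transfected HEK293T line under PDE4 inhibition. Values are scaled between buffer-only and 29 nM porcine relaxin, and EC50s come from standard Hill equation fits.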
USP1 inh – Inhibitors of USP1/UAF1: Primary Screen | Ubiquitin carboxyl-terminal hydrolase 1 (Homo sapiens), O94782 | recombinant USP1/UAF1, Ub-Rhodamine cleavage fluorescence | Potency, µM (top dose mostly 57.1 µM), for the others: top-dose activity change, negative = inhibition, actives largely listed as inhibitors | actives 0.23% (n = 390,000); also: % is scaled to controls: 0 for no effect and ±100 for the full control effect; nearly all actives have a fitted effect of over 60% in size; inactives centre near -12
Target sequence (O94782 whole entry, looked up): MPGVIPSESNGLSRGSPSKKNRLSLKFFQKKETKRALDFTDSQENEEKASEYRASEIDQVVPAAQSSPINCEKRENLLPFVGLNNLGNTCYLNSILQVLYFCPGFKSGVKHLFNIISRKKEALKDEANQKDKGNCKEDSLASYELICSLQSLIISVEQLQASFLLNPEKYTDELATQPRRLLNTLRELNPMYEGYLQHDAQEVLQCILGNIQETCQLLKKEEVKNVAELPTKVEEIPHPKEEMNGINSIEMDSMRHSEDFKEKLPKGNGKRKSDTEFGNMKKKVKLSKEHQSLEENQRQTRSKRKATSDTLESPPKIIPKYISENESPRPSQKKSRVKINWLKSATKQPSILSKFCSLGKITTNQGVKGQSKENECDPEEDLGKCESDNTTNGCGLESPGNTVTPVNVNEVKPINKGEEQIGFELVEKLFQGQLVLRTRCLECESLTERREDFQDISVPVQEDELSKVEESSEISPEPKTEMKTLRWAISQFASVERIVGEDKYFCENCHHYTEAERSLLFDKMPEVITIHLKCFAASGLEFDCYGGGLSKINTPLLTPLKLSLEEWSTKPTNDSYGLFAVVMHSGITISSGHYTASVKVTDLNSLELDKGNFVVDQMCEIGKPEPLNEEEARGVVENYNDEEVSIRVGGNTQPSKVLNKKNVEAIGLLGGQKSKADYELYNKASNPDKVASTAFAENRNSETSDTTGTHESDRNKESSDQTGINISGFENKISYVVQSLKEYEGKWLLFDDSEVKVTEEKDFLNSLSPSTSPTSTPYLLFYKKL
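USP1/UAF1 complex (1 nM) preincubated 15 min at room temperature with compound, then Ub-Rho substrate (150 nM final) added. Kinetic fluorescence at 480/540 nm over 6 reads at 60 s intervals; 50 mM HEPES pH 7.8, 0.5 mM EDTA, 0.1 mg/ml BSA, 1 mM TCEP, 0.01% Tween-20.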
Vif-A3G inh – qHTS for Inhibitors of Vif-A3G Interactions: qHTS; DNA dC->dU-editing enzyme APOBEC-3G (Homo sapiens), Q9HC16; HeLa A3G-eYFP + Vif (tagged APOBEC3G with the HIV-1 protein that degrades it), YFP fluorescence, overnight; Potency, µM (series often up to 46.1 µM), for the others: at the top dose activity, negative = active, most hits filed as inhibitors; actives 0.076% (n = 410,000); AID 602310, 2012;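 also: % is scaled to controls: 0 for no effect and ±100 for the full control effect; nearly all actives have a fitted effect of over 60% in size; hits raise eYFP signal because A3G escapes Vif-driven loss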
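HeLa cells stably expressing Vif and C-terminally eYFP-tagged A3G, seeded overnight at 37 deg C, then exposed to compound by pintool overnight at 37 deg C. Rise in yellow fluorescence (Ex 488/Em 500-530, Acumen) marks blocked Vif-driven A3G degradation.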
TrxR1 substrate – qHTS Assay for Substrates of Mammalian Selenoprotein Thioredoxin Reductase 1 (TrxR1): qHTS; Thioredoxin reductase 1, cytoplasmic (Rattus norvegicus), O89049; Potency, µM (top dose mostly 114 µM), for inactives: at the top dose activity change, negative = substrate turnover; AID 588456, 2011; purified TrxR1 substrate turnover, NADPH consumption readout; actives 0.01% (n = 390,000); also: % is scaled to controls: 0 for no effect and ±100 for the full control effect; nearly all actives have a fitted effect of over 50% in size
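Rat TrxR1, dispensed at 90 nM, was prereduced with 400 uM NADPH (final) for 5 min at ~22 deg C, then incubated with compound 15 min before 400 uM selenite. A first-read NADPH fluorescence drop versus no-compound background flagged substrates.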
RGS4 inhibitor – Inhibitors of Regulator of G Protein Signaling (RGS) 4: qHTS. Transcreener GDP fluorescence polarization, RGS4-accelerated GTP hydrolysis. Potency, µM (doses to about 114 µM), for the others: top-dose activity change, negative = inhibition, usual class: inhibitors. actives 0.039% (n = 390,000); also: % is scaled to controls: 0 for no effect and ±100 for the full control effect; nearly all actives have a fitted effect of over 75% in size; some results filed as inactive show a strong effect at the top dose
Target sequence (P49798 whole entry, looked up): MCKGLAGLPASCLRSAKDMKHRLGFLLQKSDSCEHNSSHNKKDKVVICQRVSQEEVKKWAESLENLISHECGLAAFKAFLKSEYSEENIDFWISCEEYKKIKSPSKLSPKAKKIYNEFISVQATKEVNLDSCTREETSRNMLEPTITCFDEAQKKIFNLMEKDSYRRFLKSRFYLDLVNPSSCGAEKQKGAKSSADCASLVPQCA
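MLSMR compounds (23 nl, pin-transferred) preincubated 10 min at room temperature with a 500nM (2x) first reagent, then RGS4 at 900nM (2x) plus Transcreener GDP mix added; fluorescence polarization (620/688 nm) read before and after 90 min at 30 °C.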
TrxR1 inh – qHTS Assay for Inhibitors of Mammalian Selenoprotein Thioredoxin Reductase 1 (TrxR1): qHTS. Potency, µM (top dose mostly 114 µM), for inactives: at the top dose activity change, negative = inhibition, usual class: inhibitors. recombinant rTrxR1, NADPH fluorescence consumption, selenite substrate. actives 1% (n = 390,000). Thioredoxin reductase 1, cytoplasmic (Rattus norvegicus), O89049; also: % is scaled to controls: 0 for no effect and ±100 for the full control effect; nearly all actives have a fitted effect of over 65% in size
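Rat TrxR1 (90 nM in the dispensed reagent) was pre-reduced with 400 uM NADPH for 5 min at room temperature, then incubated with compound for 15 min. After 400 uM selenite was added, NADPH fluorescence (Ex 340/Em 450 nm) was followed for 8 min.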
Vif-A3F inh – qHTS for Inhibitors of Vif-A3F Interactions: qHTS; HeLa A3F-eYFP + Vif (tagged APOBEC3F with the HIV-1 protein that degrades it), YFP fluorescence increase; Potency, µM (doses to about 46.1 µM), without a hit: at the highest dose activity, negative = active; actives 0.2% (n = 390,000); also: % of control where 0% means no effect; nearly all actives have a fitted effect of over 65% in size
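HeLa cells stably expressing Vif plus C-terminally eYFP-tagged A3F were seeded, incubated overnight at 37 deg C, dosed with compound, incubated overnight again at 37 deg C. Yellow fluorescence (Ex 488/Em 500-530) reported blocked Vif-mediated A3F-eYFP degradation.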
The depositor's hits bear a star; u = inconclusive; x = not tested or not shown; & = joins results of further samples; [ ] = dose if it differs, or a comment. Calls follow the shape of the dose curve; as a rule, active = well fitted curve in the direction sought with a large enough effect; inconclusive = small, poorly fitted or top-dose-only effect, or another doubt; inactive = no such curve, though single readings can be large; an effect the other way counts as inactive or inconclusive. Potency is read from the fitted curve at half-maximal effect. A portion of the library; count on the stated rates, not on these rows.

Values run as follows: mIDH1 inhibitor	ALOX12 inh	RXFP1 agonist	USP1 inh	Vif-A3G inh	TrxR1 substrate	RGS4 inhibitor	TrxR1 inh	Vif-A3F inh
#1 CCOC(=O)Cn1c(=O)cc(C(F)(F)C(F)(F)F)c2c(C)nn(CC)c21
    3%	0%	2.2%	-4%	0%	5%	16%	2%	7%
#2 CN(C)CCC(=O)NCC1OCCc2ccccc21 (configuration not stated)
    7%	0%	-1.6%	-7%	1%	5%[57.1 µM]	5%	9%[57.1 µM]	-3%
#3 COc1ccc(S(=O)(=O)N2CCC(C(=O)NC3CCCC3)CC2)cc1OC
    5%	-1%	3.6%	-16%	-2%	5%	-8%	14%	4%
#4 CCOC(=O)C1(Cc2ccccc2)CCN(Cc2ccc(C3CCCCO3)s2)CC1 (configuration not stated)
    18%	0%	0.8%	-3%	-2%	-2%	26%	6%	6%
#5 CCN(CC)c1ccc(C=Nc2ccc(C)cc2)c(O)c1
    -2%	-6%	1.3%	-16%	-4%	-11%	-9%	-10%	x
#6 O=C(Nc1ccc(S(=O)(=O)N2CCCCC2)cc1)C1CCCN(C(=O)c2ccc(Cl)cc2)C1 (configuration not stated)
    3%	2%	1.6%	-11%	3%	-2%	u	-4%	5%
#7 NC(=O)CC(NC(=O)Cc1ccc(Br)cc1)c1ccc(N2CCN(c3ccc(F)cc3)CC2)c([N+](=O)[O-])c1 (configuration not stated)
    -13%	-25%	3.1%	-28%	2%	3%	13%	17%	3%
#8 CCC(C(=O)c1ccccc1)N(C(=O)c1ccccc1Cl)N1C(=O)C2C3C=CC(C3)C2C1=O (configuration not stated)
    2%	-27%	0.1%	-21%	-4%	-10%	-4%	1%	-6%
#9 CCO/N=C/c1ccc(OC)c(Oc2nc(OC)cc(OC)n2)c1
    7%	-7%	-1.6%	-3%	-13%	5%[57.1 µM]	-33%	2%[57.1 µM]	1%
#10 CC(C)CCN(Cc1ccco1)S(=O)(=O)c1csc(C(N)=O)c1
    -6%	-5%	-0.4%	-18%	1%	-10%	8%	-18%	-12%
#11 C/C(=N\NC(=O)c1ccc(N(C)C)cc1)c1cccnc1
    -19%	2%	-4.8%	-17%	1%	-17%	11%	u	-12%
#12 CSc1ccc(C2c3c(oc4ccc(F)cc4c3=O)C(=O)N2c2ccc(C)cn2)cc1 (configuration not stated)
    8%	u	u	-19%	-1%	3%	-1%	23%	u
#13 O=S(=O)(c1ccccc1Br)N(CC(O)COCc1ccccc1)C1CC1 (configuration not stated)
    3%	0%	x	-24%	1%	-3%	26%	10%	5%
#14 COc1ccc(Cl)cc1NC(=O)NCCc1c(C)nn(C)c1C
    -7%	-27%	-0.5%	-21%	-3%	3%[57.1 µM]	18%	6%[57.1 µM]	-12%
#15 O=C(O)c1ccc(N2C(=O)CC(N3C(=O)/C(=C/c4ccc(Cl)cc4)SC3=S)C2=O)cc1 (configuration not stated)
    -2%	0%	-0.1%	-13%	0%	-10%	u	-17%	-19%
#16 c1ccc(NC2=Nc3cccc4cccc2c34)cc1
    13%	-9%	0.5%	-22%	-7%	2%[57.1 µM]	-20%	12%[57.1 µM]	6%
#17 COc1ccc(C)cc1NC(=S)NNC(=O)c1ccccc1Cl
    4%	0%	1.9%	-8%	0%	4%[57.1 µM]	-29%	-27%[57.1 µM]	-10%
#18 CC1=CC(C)(C)n2c(O)c(N=N)c3cc(C)cc1c32
    9%	-20%	-0.4%	-17%	-2%	-1%	-14%	0%	-1%
#19 COc1ccccc1OCCNC(=O)C1CCCCC1
    3%	-7%	0.9%	-13%	-1%	-1%	21%	16%	17%
#20 COC(=O)c1ccc(NC(=S)Nc2cccc(C)n2)cc1
    9%	u	25%	-17%	5%	6%	-16%	10%	3%

A different layout for 3 compounds above.
[12] CSc1ccc(C2c3c(oc4ccc(F)cc4c3=O)C(=O)N2c2ccc(C)cn2)cc1 (configuration not stated)
  mIDH1 inhibitor: 8%; ALOX12 inh: u; RXFP1 agonist: u; USP1 inh: -19%; Vif-A3G inh: -1%; TrxR1 substrate: 3%; RGS4 inhibitor: -1%; TrxR1 inh: 23%; Vif-A3F inh: u

[13] O=S(=O)(c1ccccc1Br)N(CC(O)COCc1ccccc1)C1CC1 (configuration not stated)
  mIDH1 inhibitor: 3%; ALOX12 inh: 0%; RXFP1 agonist: x; USP1 inh: -24%; Vif-A3G inh: 1%; TrxR1 substrate: -3%; RGS4 inhibitor: 26%; TrxR1 inh: 10%; Vif-A3F inh: 5%

[14] COc1ccc(Cl)cc1NC(=O)NCCc1c(C)nn(C)c1C
  mIDH1 inhibitor: -7%; ALOX12 inh: -27%; RXFP1 agonist: -0.5%; USP1 inh: -21%; Vif-A3G inh: -3%; TrxR1 substrate: 3%[57.1 µM]; RGS4 inhibitor: 18%; TrxR1 inh: 6%[57.1 µM]; Vif-A3F inh: -12%

Next section:
Values run as follows: mIDH1 inhibitor	ALOX12 inh	RXFP1 agonist	USP1 inh	Vif-A3G inh	TrxR1 substrate	RGS4 inhibitor	TrxR1 inh	Vif-A3F inh
#21 CCNC(=O)COC(=O)/C=C/c1cccs1
    7%	7%	-0.6%	-1%	5%	-7%	2%	10%	0%
#22 Cc1ccc(-c2cc(C(=O)N3CCN(S(=O)(=O)c4ccc(Br)cc4)CC3)[nH]n2)c(C)c1
    -2%	-16%	2.9%	u	-2%	9%	-7%	22%	0%
#23 CCN1C(=O)N(CC)c2cccc3cccc1c23
    5%	-41%	3.3%	-24%	-6%	9%[2.29 µM]	-13%	7%	2%
#24 COc1cc(CCC(=O)Nc2ccc(S(=O)(=O)NC3=NCCCCC3)cc2)cc(OC)c1OC
    8%	-8%	2.0%	-8%	3%	-17%[57.1 µM]	-23%	14%[57.1 µM]	5%
#25 Clc1cccc(-n2ncc3c(N4CCCCCC4)ncnc32)c1
    -4%	-14%	-0.3%	-21%	1%	2%[57.1 µM]	16%	23%[57.1 µM]	-3%
#26 Nc1nnc2c(C(F)(F)F)nc3ccccc3n12
    -9%	-8%	19%	-25%	-2%	4%	1%	-3%	-30%
#27 CCOC(=O)C1CCCN(S(=O)(=O)c2ccc(Br)s2)C1 (configuration not stated)
    25%	-12%	3.1%	0%	1%	7%	17%	18%	-2%
#28 Cc1csc(NC(=O)CCc2ccc(S(=O)(=O)N3CCOCC3)cc2)n1
    5%	0%	1.0%	-5%	1%	16%[57.1 µM]	103%[activator]	32%[57.1 µM]	3%
#29 COc1cc(OC)cc(C(=O)NC(C(=O)OCn2nnc3ccccc3c2=O)C(C)C)c1 (configuration not stated)
    -3%	-7%	-0.4%	-20%	-9%	0%	-16%	6%	0%
#30 CC1CC(NC(=O)/C=C/C(=O)O)CC(C)(C)C1 (configuration not stated)
    5%	u	0.7%	-2%	4%	2%[57.1 µM]	9%	4%[57.1 µM]	-12%
#31 CC1(C)CC(NC(=O)CCc2ccccc2)CC(C)(C)N1
    4%	7%&7%	2.1%	-5%	-2%	26%	44%	24%[2.29 µM]	x
#32 CC(=O)N(C)c1ccc(NC(=O)c2ccccc2C(=O)O)cc1
    0%	-9%	0.7%	-8%	0%	7%	-13%	5%	2%
#33 Cc1ccccc1NC(=O)c1ccc(S(=O)(=O)N2CCCC2)cc1
    0%	-24%	2.2%	-31%	1%	-3%	-20%	0%	-1%
#34 CC1CC(C)CN(CCCNC(=O)c2ccc3nc(N4CCOCC4)sc3c2)C1 (configuration not stated)
    -11%	5%	2.9%	-2%	-4%	-9%	20%	-20%	-2%
#35 Cc1ccc(-c2cc3c(n2-c2ccc(F)cc2)CC(C)(C)CC3=O)cc1
    -8%	1%	2.1%	4%	6%	0%	0%	30%	1%
#36 CC(C)(C)c1nnc(NC(=O)Cc2ccccc2[N+](=O)[O-])s1
    3%	0%	0.2%	7%	-23%	6%[0.0914 µM]	-19%	23%	-16%
#37 CCCNC(=O)Cn1nc(C)n2c(cc3cc(F)ccc32)c1=O
    7%	17%	4.9%	-18%	2%	14%	-3%	12%	5%
#38 CC(=O)CSc1ncnc2c1cnn2-c1ccccc1
    -6%	1%	1.6%	-19%	0%	3%	-12%[11.4 µM]	13%	-8%
#39 COc1ccc(CCC(=O)NC2CC(=O)N(c3cccc(F)c3)C2)cc1 (configuration not stated)
    15%	-2%	2.2%	-23%	8%	5%[57.1 µM]	-26%	16%[57.1 µM]	-3%
